High-throughput results: PubChem BioAssay, National Center for Advancing Translational Sciences (NCATS)
LDHA inh – LDHA (human) enzyme inhibition; P00338; 480,000 compounds, 0.15% hits; purified LDHA, NADH/diaphorase-resazurin fluorescence; stronger effect = lower value; AID 1347041; activity change, % (values are at about 110 or 230 µM); in the data active = activity change below about -30%; inconclusive = mostly about -25% to -30%;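 note: plate controls were DMSO wells for no effect and wells without enzyme for full effect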
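Resorufin fluorescence (ex540/em590), read at 0 and 20 min after diaphorase/resazurin addition, reports the NADH left after a 5 min room-temperature reaction of 2 nM human LDH5 with 0.06 mM NADH and 0.2 mM pyruvate.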
Vif-A3F inh – inhibitors of Vif-A3F interaction; Potency, µM (highest dose often 46.1 µM), inactives show top-dose activity, negative = active; HeLa A3F-eYFP + Vif (tagged APOBEC3F with the HIV-1 protein that degrades it), YFP fluorescence increase; 390,000 compounds, 0.2% hits; AID 602313; note: potency is the fitted concentration of half-maximal effect; % of control where 0% means no effect; nearly all actives have a fitted effect of over 65% in size
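HeLa cells stably expressing Vif plus C-terminally eYFP-tagged A3F were seeded, incubated overnight at 37 deg C, dosed with compound, incubated overnight again at 37 deg C. Yellow fluorescence (Ex 488/Em 500-530) reported blocked Vif-mediated A3F-eYFP degradation.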
mIDH1 inhibitor – blocks human mutant IDH1 R132H enzyme; O75874; IDH1-R132H enzyme, NADPH consumption, diaphorase/resazurin fluorescence; Potency, µM (highest dose often 76.6 µM), without a hit: at the top dose activity change, negative = inhibition, usual class: inhibitors; 390,000 compounds, 0.093% hits; AID 602179; note: potency is the fitted concentration of half-maximal effect; % is set by controls: 0 for no effect and ±100 for the full control effect; nearly all actives have a fitted effect of over 65% in size
Target sequence (O75874 whole entry R132H, stated change not applied): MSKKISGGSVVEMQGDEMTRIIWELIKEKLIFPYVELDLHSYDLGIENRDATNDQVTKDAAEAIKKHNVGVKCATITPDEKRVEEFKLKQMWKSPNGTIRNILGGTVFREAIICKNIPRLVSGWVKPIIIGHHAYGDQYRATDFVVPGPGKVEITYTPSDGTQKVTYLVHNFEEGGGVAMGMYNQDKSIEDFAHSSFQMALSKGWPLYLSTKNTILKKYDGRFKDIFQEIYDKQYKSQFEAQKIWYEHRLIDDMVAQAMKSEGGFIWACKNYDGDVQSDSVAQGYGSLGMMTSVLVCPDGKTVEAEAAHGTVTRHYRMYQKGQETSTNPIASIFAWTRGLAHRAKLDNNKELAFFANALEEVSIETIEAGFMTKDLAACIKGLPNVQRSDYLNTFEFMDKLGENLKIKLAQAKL
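IDH1-R132H (0.5 ug/mL) preincubated 30 min with compound, then NADPH (0.016 mM) and alpha-KG (2 mM) added; 80 min at RT, pH 7.5. Remaining NADPH coupled via diaphorase/resazurin to fluorescence (540/590 nm); concentration-response curves normalized to no-enzyme control.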
USP1 inh – inhibitors of human USP1/UAF1 deubiquitinase; Potency, µM (titrated, usually from 57.1 µM), inactives show at the top dose activity change, negative = inhibition, actives largely listed as inhibitors; recombinant USP1/UAF1, Ub-Rhodamine cleavage fluorescence; 390,000 compounds, 0.23% hits; note: potency is the fitted concentration of half-maximal effect; % is set by controls: 0 for no effect and ±100 for the full control effect; nearly all actives have a fitted effect of over 60% in size; inactives centre near -12
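Step one: compound is pinned into 1nM USP1/UAF1 in HEPES pH 7.8 buffer with TCEP. Step two: 15 min room-temperature incubation. Step three: Ub-Rho (150nM final) starts cleavage, tracked by fluorescence over six one-minute reads.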
GRP78 ERSR act – ER stress response induction in glioma; U87-MG GRP78 promoter luciferase reporter, 16 h; Potency, µM, without a hit: at the highest dose activation, most hits filed as activators; 420,000 compounds, 0.02% hits; AID 602332; note: potency is the fitted concentration of half-maximal effect; series mostly up to about 76 µM; % of control where 0% means no effect; nearly all actives have a fitted effect of over 35% in size
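Stably transfected U87-MG human glioma cells carrying a GRP78-based luminescent sensor were seeded at 1000 cells/well, pin-dosed with compounds and incubated 16 h. Luciferase reagent was then added, and end-point luminescence was read after 10 min at room temperature.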
Vif-APOBEC3G blk – blocks the Vif interaction with human APOBEC3G; Q9HC16; HeLa A3G-eYFP + Vif (tagged APOBEC3G with the HIV-1 protein that degrades it), YFP fluorescence, overnight; Potency, µM (highest dose often 46.1 µM), for the others: at the top dose activity, negative = active, most hits filed as inhibitors; 410,000 compounds, 0.076% hits; AID 602310;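 note: potency is the fitted concentration of half-maximal effect; % is set by controls: 0 for no effect and ±100 for the full control effect; nearly all actives have a fitted effect of over 60% in size; hits raise eYFP signal because A3G escapes Vif-driven loss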
Target sequence (Q9HC16 whole entry, looked up): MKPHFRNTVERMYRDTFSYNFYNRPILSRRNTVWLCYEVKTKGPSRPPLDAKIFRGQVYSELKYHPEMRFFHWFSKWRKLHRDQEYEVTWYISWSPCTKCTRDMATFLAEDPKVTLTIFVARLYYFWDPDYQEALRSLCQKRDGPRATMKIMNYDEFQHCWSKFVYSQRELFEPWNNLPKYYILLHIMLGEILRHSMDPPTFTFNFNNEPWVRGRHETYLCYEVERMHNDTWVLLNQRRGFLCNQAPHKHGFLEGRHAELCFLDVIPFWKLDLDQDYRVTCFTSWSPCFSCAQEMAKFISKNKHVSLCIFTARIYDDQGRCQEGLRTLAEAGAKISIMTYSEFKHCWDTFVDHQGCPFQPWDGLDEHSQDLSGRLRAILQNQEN
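Read-out is eYFP fluorescence (Ex 488/Em 500-530) from Vif-expressing HeLa A3G-eYFP cells; more signal means A3G escaped Vif-mediated degradation. Cells plated overnight, compound pinned in, incubated overnight at 37 deg C.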
TrxR1 inh – blocks rat thioredoxin reductase 1. O89049. recombinant rTrxR1, NADPH fluorescence consumption, selenite substrate. Potency, µM (series often up to 114 µM), inactives show top-dose activity change, negative = inhibition, usual class: inhibitors. 390,000 compounds, 1% hits. AID 588453; note: potency is the fitted concentration of half-maximal effect; % is set by controls: 0 for no effect and ±100 for the full control effect; nearly all actives have a fitted effect of over 65% in size
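Rat TrxR1 (90 nM in the dispensed reagent) was pre-reduced with 400 uM NADPH for 5 min at room temperature, then incubated with compound for 15 min. After 400 uM selenite was added, NADPH fluorescence (Ex 340/Em 450 nm) was followed for 8 min.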
TrxR1 substrate – substrates of rat thioredoxin reductase 1 | AID 588456 | purified TrxR1 substrate turnover, NADPH consumption readout | Potency, µM (doses to about 114 µM), without a hit: top-dose activity change, negative = substrate turnover | 390,000 compounds, 0.01% hits; note: potency is the fitted concentration of half-maximal effect; % is set by controls: 0 for no effect and ±100 for the full control effect; nearly all actives have a fitted effect of over 50% in size
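Rat TrxR1, dispensed at 90 nM, was prereduced with 400 uM NADPH (final) for 5 min at ~22 deg C, then incubated with compound 15 min before 400 uM selenite. A first-read NADPH fluorescence drop versus no-compound background flagged substrates.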
RGS4 inh – blocks human RGS4-accelerated GTP hydrolysis; Transcreener GDP fluorescence polarization, RGS4-accelerated GTP hydrolysis; Potency, µM (titrated, usually from 114 µM), inactives show at the highest dose activity change, negative = inhibition, actives largely listed as inhibitors; 390,000 compounds, 0.039% hits; AID 504845; note: potency is the fitted concentration of half-maximal effect; % is set by controls: 0 for no effect and ±100 for the full control effect; nearly all actives have a fitted effect of over 75% in size; some results filed as inactive show a strong effect at the top dose
Target sequence (P49798 whole entry, looked up): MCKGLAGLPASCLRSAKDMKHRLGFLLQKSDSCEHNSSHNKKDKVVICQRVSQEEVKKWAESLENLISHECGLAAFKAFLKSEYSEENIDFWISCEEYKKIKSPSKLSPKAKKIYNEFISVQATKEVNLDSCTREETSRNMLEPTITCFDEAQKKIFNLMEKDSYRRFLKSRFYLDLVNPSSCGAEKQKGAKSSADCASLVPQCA
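MLSMR compounds (23 nl, pin-transferred) preincubated 10 min at room temperature with a 500nM (2x) first reagent, then RGS4 at 900nM (2x) plus Transcreener GDP mix added; fluorescence polarization (620/688 nm) read before and after 90 min at 30 °C.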
Numbers without * were called inactive; u = inconclusive; x = no result given; [ ] = dose if it differs, or a comment. Unless noted, calls come from the whole dose curve; as a rule, active = well fitted curve in the direction sought with a large enough effect; inconclusive = small, poorly fitted or top-dose-only effect, or another doubt; inactive = no such curve, though single readings can be large; an effect the other way counts as inactive or inconclusive. Not all compounds are listed (hit frequency here may not be typical).

SMILES | LDHA inh | Vif-A3F inh | mIDH1 inhibitor | USP1 inh | GRP78 ERSR act | Vif-APOBEC3G blk | TrxR1 inh | TrxR1 substrate | RGS4 inh
O=C(C1CCN(C2CC(=O)N(c3ccc(Cl)cc3)C2=O)CC1)N1CCOCC1 (stereo not given) | -2 | -16% | -2% | -2% | -1% | -6% | -65% | 4%[57.1 µM] | 22%
CC(=O)NCCc1ccc(C(=O)COC(=O)c2cccs2)cc1 | -7 | -5% | 3% | -27% | -9% | -3% | x | x | x
COc1ccc(CCN(C)C(=O)c2cccc(S(=O)(=O)N3CCN(c4ccc(F)cc4)CC3)c2)cc1OC | -1 | 0% | 4% | -24% | -1% | 6% | 17% | -3% | -19%
Cc1ccc(N2CC(C(=O)Nc3cc(C(F)(F)F)ccc3N3CCCC3)CC2=O)cc1 (stereo not given) | -3 | -26% | -3% | 3% | -3% | -1% | 4% | -7% | 6%
CCN(CC)S(=O)(=O)c1ccc(NC(=O)c2ccc(NS(C)(=O)=O)cc2)cc1 | -7 | 1% | 3% | -17% | -4% | 2% | -4%[57.1 µM] | 6%[57.1 µM] | -17%
C[C@@H]1CN([C@H](C)CO)C(=O)c2cc(NS(=O)(=O)c3cn(C)cn3)ccc2O[C@H]1CN(C)C(=O)Nc1ccccc1 | -5 | 12% | 1% | -6% | 1% | 1% | -19%[57.1 µM] | 8%[57.1 µM] | -5%
COc1ccc(-c2oc3ccccc3c2C#CC(C)(C)O)cc1 | 2 | -11% | 12% | -27% | 5% | -19% | 25%[57.1 µM] | 59%[activator][57.1 µM] | -3%
O=C(COC(=O)CCc1nc2ccccc2c(=O)[nH]1)Nc1ccccc1OC(F)F | 0 | -4% | 2% | -8% | -2% | 2% | 2% | -2% | 4%
CC(NC(=O)COC(=O)c1ccc(S(=O)(=O)N2CCOCC2)cc1)c1ccccc1 (stereo not given) | -1 | -13% | 3% | -13% | -4% | 4% | 9% | 1% | -1%
Cc1nc(NC(=O)CCCC(=O)Nc2nc(C)c(C)s2)sc1C | 13 | -19% | -4% | -8% | -1% | 3% | 17% | -4% | 27%
CCOC(=O)COc1cccc2c(=O)n(CC(=O)NCc3ccccc3)ccc12 | -6 | 3% | 4% | -20% | -4% | -38% | 22% | 6% | -17%
O=C(CCl)Nc1ccccc1C(=O)c1ccccc1 | -1 | 8% | -6% | 4% | -13% | u | 20µM* | -10% | 16%
CSc1nsc(SCC(=O)Nc2nc3ccc(C)cc3s2)n1 | -8 | -21% | -6% | -3% | 7% | -10% | 10% | 2% | -25%
Cc1cccc(OCC(=O)NCC(=O)N/N=C/c2cc(Br)cc(Br)c2O)c1 | -8 | u | -3% | -22% | -2% | -5% | 10% | 2% | -15%
Clc1ccc2[nH]c3c(N4CCC5(CC4)OCCO5)ncnc3c2c1 | -19 | 0% | 3% | -14% | -9% | u | 5%[57.1 µM] | 34%[activator][57.1 µM] | -2%[11.4 µM]
COc1ccc(NS(=O)(=O)c2ccc(N3CCCC3)c(NC(=S)Nc3cccc(C)c3C)c2)cc1 | -2 | 10% | 3% | -11% | -2% | -1% | -15% | -4% | u
CC(C)Cc1nnc(NC(=O)CC(C)c2ccccc2)s1 (stereo not given) | -10 | 1% | 3% | -1% | 3% | 1% | 38%[11.4 µM] | 5% | 45%
Fc1ccccc1CCNc1nnnn1-c1ccccc1 | -1 | -1% | 3% | -17% | -6% | 0% | 9% | 4% | 3%
CCOC(=O)c1ccc(NC(=O)c2nc(SCc3ccccc3F)ncc2Cl)cc1 | -4 | -5% | 2% | -2% | -3% | 8% | 26% | 1% | 17%
COc1ccc(-c2coc3cc4oc(=O)c5ccccc5c4cc23)cc1F | -11 | -5% | -3% | 1% | -2% | -47% | -2% | -9% | -3%
CCOc1ccc(/C=N/NC(=O)NC23CC4CC(CC(C4)C2)C3)cc1O | 1 | 3% | -13% | -25% | 2% | 0% | 19% | 1% | -3%
COc1ccc(/C=C2\CCC(C3CCCC3)C2=O)cc1OC (stereo not given) | 0 | 7% | 3% | -23% | 1% | 0% | 4%[57.1 µM] | 4%[57.1 µM] | -14%
CCCCNC(=O)CC1N=C2c3ccccc3N=C(SCC(=O)Nc3ccc(OC)cc3)N2C1=O (stereo not given) | -2 | 9% | 2% | -9% | -2% | -22% | -3%[57.1 µM] | -2%[57.1 µM] | 14%[11.4 µM]
O=C(CCc1ccccc1)NCc1ccncc1 | -5 | -1% | 0% | -6% | -2% | 1% | 17% | 0% | -1%
O=C1CN(C(=O)c2ccc(Br)o2)C(c2ccccc2)c2cc(Br)ccc2N1 (stereo not given) | 2 | -4% | -2% | u | -4% | -27% | 14% | 3% | 0%
Next section.
SMILES | LDHA inh | Vif-A3F inh | mIDH1 inhibitor | USP1 inh | GRP78 ERSR act | Vif-APOBEC3G blk | TrxR1 inh | TrxR1 substrate | RGS4 inh
Cc1nn(S(=O)(=O)c2cccs2)c(C)c1Sc1ccc([N+](=O)[O-])cc1 | -6 | 2% | 8% | -9% | 0% | -5% | -11% | -11% | -24%
CCOC(=O)c1cc2c(nc1NC(=S)Nc1ccccc1)CC(C)(CC)OC2 (stereo not given) | -5 | -22% | 15% | 6% | 1% | -2% | -5%[57.1 µM] | 7%[57.1 µM] | 44%
O=C(Oc1cc(-c2ccccc2)no1)c1cccc(C(F)(F)F)c1 | -4 | 2% | 4% | -10% | -6% | 2% | -54% | -7% | -3%
COc1ccc2cc(CNc3ccccc3)c(=O)n(CC(=O)Nc3ccc(C(C)=O)cc3)c2c1 | -3 | 3% | -6% | u | -2% | -3% | 17% | 0% | 28%
C[C@H](CO)N1C[C@H](C)[C@@H](CN(C)S(=O)(=O)c2ccc(F)cc2)Oc2ccc(NC(=O)Nc3ccccc3)cc2C1=O | 2 | -3% | -14% | -19% | 2% | -7% | 14%[57.1 µM] | -3%[57.1 µM] | -13%
COC(=O)c1nn2c(C(F)(F)F)cc(-c3ccc(Br)o3)nc2c1Br | 15 | u | 1% | -24% | -2% | -23% | 6.3µM* | 10% | u
CC(C)(C)OC(=O)N1CCC(c2c(C(=O)Nc3cccc(C(F)(F)F)c3)cnn2-c2ccc(F)cc2F)CC1 | 1 | 0% | -13% | -13% | -1% | 4% | 33% | -3% | -10%
Cc1cccc(NC(=S)NCc2ccc3[nH]c4c(c3c2)CCCC4)c1 | -3 | -8% | -8% | -18% | -1% | 0% | 12%[57.1 µM] | 8%[57.1 µM] | -34%
Cn1cccc1-c1cc(C(=O)N/N=C/c2ccccc2Cl)[nH]n1 | -3 | 3% | -3% | -19% | 8% | -10% | -9% | 5% | -15%
CC(C)(C)c1ccc(-c2nnc(-c3ccccc3NC(=O)c3cccc(C(F)(F)F)c3)o2)cc1 | 2 | -4% | 3% | -23% | -5% | -8% | 34%[11.4 µM] | 17%[11.4 µM] | 11%
COc1cccc(CCC(=O)N(C)C2CCCN(Cc3ccccc3F)C2)c1 (stereo not given) | -3 | -3% | 12% | 3% | 0% | 1% | -5% | -9% | 19%
COc1ccc(NC(=O)c2ccc(NC(=O)CSc3nc(N)cc(=O)[nH]3)cc2)cc1 | -5 | -3% | 0% | -8% | -4% | 4% | 25% | 36%[activator] | -8%
CC(C)(C)C(=O)Cn1c[n+](N)cn1 | -6 | -1% | -2% | 4% | -2% | -1% | 9%[57.1 µM] | 8%[57.1 µM] | 25%

7 neighbouring entries out of the list so far, quoted:
SMILES | LDHA inh | Vif-A3F inh | mIDH1 inhibitor | USP1 inh | GRP78 ERSR act | Vif-APOBEC3G blk | TrxR1 inh | TrxR1 substrate | RGS4 inh
CC(C)(C)OC(=O)N1CCC(c2c(C(=O)Nc3cccc(C(F)(F)F)c3)cnn2-c2ccc(F)cc2F)CC1 | 1 | 0% | -13% | -13% | -1% | 4% | 33% | -3% | -10%
Cc1cccc(NC(=S)NCc2ccc3[nH]c4c(c3c2)CCCC4)c1 | -3 | -8% | -8% | -18% | -1% | 0% | 12%[57.1 µM] | 8%[57.1 µM] | -34%
Cn1cccc1-c1cc(C(=O)N/N=C/c2ccccc2Cl)[nH]n1 | -3 | 3% | -3% | -19% | 8% | -10% | -9% | 5% | -15%
CC(C)(C)c1ccc(-c2nnc(-c3ccccc3NC(=O)c3cccc(C(F)(F)F)c3)o2)cc1 | 2 | -4% | 3% | -23% | -5% | -8% | 34%[11.4 µM] | 17%[11.4 µM] | 11%
COc1cccc(CCC(=O)N(C)C2CCCN(Cc3ccccc3F)C2)c1 (stereo not given) | -3 | -3% | 12% | 3% | 0% | 1% | -5% | -9% | 19%
COc1ccc(NC(=O)c2ccc(NC(=O)CSc3nc(N)cc(=O)[nH]3)cc2)cc1 | -5 | -3% | 0% | -8% | -4% | 4% | 25% | 36%[activator] | -8%
CC(C)(C)C(=O)Cn1c[n+](N)cn1 | -6 | -1% | -2% | 4% | -2% | -1% | 9%[57.1 µM] | 8%[57.1 µM] | 25%
